PfGluPho inh – PfG6PD enzyme inhibitors, primary screen, biochemical, fluorescence intensity, uHTS | inhibition, % at 20 µM | glucose-6-phosphate dehydrogenase-6-phosphogluconolactonase (Plasmodium falciparum 3D7) | actives 0.78% (n = 350,000) | PfGluPho enzyme, NADPH resazurin-diaphorase fluorescence | AID 504690, 2011;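 active = inhibition reaching at least a set limit at 20 µM in the primary screen, cut at about 59% in these data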;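 note: 0% = DMSO wells with substrate and 100% = DMSO wells lacking glucose-6-phosphate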
SENP6 inh – SENP6 protease inhibitors, primary screen, biochemical, luminescence, uHTS; inhibition, % at 10 µM; actives 1.8% (n = 330,000); Recombinant SENP6 catalytic domain, aminoluciferin luminescence;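 active = inhibition above about 50% at the single tested dose, limit read from the data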;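 note: plate controls were DMSO wells with enzyme for no effect and DMSO wells lacking enzyme for full effect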
SENP8 block – human SENP8 protease inhibitors, primary screen, biochemical, fluorescence, Nedd8 protein substrate, uHTS. actives 0.64% (n = 360,000). inhibition, % at 20 µM. recombinant SENP8. AID 602440, 2012; in the data active = inhibition mostly above about 40%, no sharp cut-off; inactive = mostly below about 27%
Target sequence (Q96LD8 whole entry, looked up): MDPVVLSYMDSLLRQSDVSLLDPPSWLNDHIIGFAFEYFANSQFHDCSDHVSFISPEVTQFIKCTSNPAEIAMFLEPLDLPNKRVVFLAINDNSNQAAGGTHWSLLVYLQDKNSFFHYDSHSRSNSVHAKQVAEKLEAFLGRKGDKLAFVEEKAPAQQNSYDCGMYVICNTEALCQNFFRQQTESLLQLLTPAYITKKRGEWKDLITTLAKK
SENP7 block – SENP7 protease inhibitors, primary screen, biochemical, luminescence, uHTS; Sentrin-specific protease 7 (Homo sapiens), Q9BQF6; recombinant SENP7, Z-RLRGG-aminoluciferin luminescence, 40 min; inhibition, % at 5 µM; actives 1.5% (n = 330,000);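 active = inhibition above about 50% at the single test dose, limit read from the data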;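 note: plate controls were DMSO with enzyme for no effect and no enzyme buffer wells for full effect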
Target sequence (Q9BQF6 706-1050 limits assumed): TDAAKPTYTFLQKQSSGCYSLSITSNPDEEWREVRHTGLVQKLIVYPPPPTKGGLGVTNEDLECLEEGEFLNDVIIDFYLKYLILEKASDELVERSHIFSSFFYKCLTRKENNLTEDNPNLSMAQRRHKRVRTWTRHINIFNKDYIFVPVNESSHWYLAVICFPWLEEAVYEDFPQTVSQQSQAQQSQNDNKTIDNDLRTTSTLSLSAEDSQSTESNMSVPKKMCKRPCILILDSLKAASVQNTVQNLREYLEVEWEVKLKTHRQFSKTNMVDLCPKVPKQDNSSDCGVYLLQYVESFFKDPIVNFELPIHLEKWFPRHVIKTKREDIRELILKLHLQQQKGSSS
HKDC1 inhibitor – HKDC1 hexokinase inhibitors, primary screen, biochemical, fluorescence, uHTS; inhibition, % at 20 µM; actives 0.16% (n = 340,000); recombinant HKDC1, G6PDH/diaphorase resazurin coupled fluorescence; Q2TB90;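 active = inhibition above about 35% when tested at 20 µM, limit read from the data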;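 note: plate controls were DMSO wells with enzyme for no effect and DMSO wells lacking enzyme for full effect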
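Test system: HK5 enzyme. Quantity: 5 µg/mL HK5 final. Reagent: glucose and ATP substrates. Schedule: 90 min reaction incubation at room temperature, dark. Technique: resazurin-to-resorufin fluorescence via G6PDH and diaphorase coupling, 525/613 nm. Control set: DMSO wells with and without enzyme mix.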
ATG4B inh – ATG4B protease inhibitors, primary screen, biochemical, fluorescence, uHTS. Cysteine protease ATG4B (Homo sapiens), Q9Y4P1. AID 504462, 2011. ATG4B cleavage of LC3-PLA2, NBD-HPC fluorescence, 1 h. actives 0.51% (n = 340,000). inhibition, % at 8.33 µM; in the data active = inhibition above about 40%
Target sequence (Q9Y4P1 whole entry, looked up): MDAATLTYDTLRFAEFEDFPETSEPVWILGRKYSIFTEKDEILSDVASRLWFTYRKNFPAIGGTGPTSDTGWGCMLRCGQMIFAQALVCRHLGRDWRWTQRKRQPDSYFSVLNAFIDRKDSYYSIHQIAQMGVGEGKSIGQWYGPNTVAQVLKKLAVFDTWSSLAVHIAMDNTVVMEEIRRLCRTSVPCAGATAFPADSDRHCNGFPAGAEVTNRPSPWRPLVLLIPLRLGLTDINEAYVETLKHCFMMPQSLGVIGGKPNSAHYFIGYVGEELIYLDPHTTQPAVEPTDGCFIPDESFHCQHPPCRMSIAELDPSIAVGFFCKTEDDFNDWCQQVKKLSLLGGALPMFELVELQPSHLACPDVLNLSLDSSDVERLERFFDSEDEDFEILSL
MPTP block – mitochondrial permeability transition pore inhibitors, primary screen, biochemical, isolated mouse mitochondria, absorbance. Ca2+ swelling absorbance, 30 min. inhibition, % at 10 µM. actives 1.4% (n = 360,000). AID 602449, 2012;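 active = inhibition of 50% or more, scaled per plate between neutral and stimulator controls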;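 note: 0% = DMSO wells given calcium and 100% = 1 mM EGTA wells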
GRIN3A LBD mod – binders of NR3A ligand-binding domain, primary screen, biophysical, differential scanning fluorimetry, uHTS; actives 2.5% (n = 340,000); Glutamate receptor ionotropic, NMDA 3A (GRIN3A) ligand-binding domain; NR3A LBD differential scanning fluorimetry, Tm shift; 0% = protein alone, 100% = glycine-bound protein; Tm shift relative to glycine control, % at 25 µM;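 active = melting temperature shift of at least 10% of the positive control shift, at one fixed dose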
The depositor's hits bear a star; i = inactive; nt = no result given.

SMILES	PfGluPho inh	SENP6 inh	SENP8 block	SENP7 block	HKDC1 inhibitor	ATG4B inh	MPTP block	GRIN3A LBD mod
CCN(CC)S(=O)(=O)c1ccc(NC2c3ccccc3C(=O)N2c2ccc(C)cn2)cc1 (centres undefined)	35	2	-8	-1	1	-3	0.1	-2
CC(C)(C)SCCNC(=O)CN(c1ccc(F)cc1)S(C)(=O)=O	2	-9	1	-2	-8	-5	-0.3	1
O=C(c1ccccc1)c1c[nH]c(C(=O)NCCCN2CCOCC2)c1	-1	-5	15	10	-6	-3	-0.9	3
C/C(=N\NC(=O)Cc1ccccc1)c1ccc(Br)s1	0	1	17	4	1	0	-1.1	2
COCC(=O)N(CCc1ccccc1)Cc1cc2cc(C)ccc2nc1Cl	-3	8	0	-8	-4	2	0.0	2
CN(C(=O)C12CC3CC(CC(C3)C1)C2)C1CCS(=O)(=O)C1 (centres undefined)	-25	-5	13	2	-6	-17	-2.3	4
Cc1ccc(N(CC(O)CN2CCCCC2)S(=O)(=O)c2ccccc2[N+](=O)[O-])cc1 (centres undefined)	-14	-32	21	-4	-6	-7	-3.5	0
CCOc1cc(-c2nc(-c3ccccc3OC)no2)cc(OCC)c1OCC	29	-12	6	-12	3	-5	5.4	11*
O=C1C(c2ccccc2)NC(=S)N1C1CCCCC1 (centres undefined)	15	8	18	2	-4	-2	-0.3	-1
CCOc1cc(C(=O)OCC(=O)Nc2ccc(Cl)cn2)ccc1OCC(=O)N1CCOCC1	3	-8	5	-6	-9	-11	2.2	-2
COc1ccc(NC(=S)N2CCN(S(C)(=O)=O)CC2)cc1	16	4	12	-3	-2	-1	-1.1	-1
N#C/C(=C\c1ccccc1[N+](=O)[O-])c1nc(C2CC2)cs1	22	-7	14	-5	11	48*	0.3	16*
COc1cc(CC(=O)OC2CCOC2=O)cc(OC)c1OC (centres undefined)	-20	-8	17	5	-6	-6	-2.4	2
O=C(OCC(=O)N1CCc2ccccc21)c1n[nH]c(=O)c2ccccc12	-6	3	19	4	2	2	0.2	4
COc1ccccc1CNC(=O)COC(=O)c1ccc(Cl)nc1	7	-1	-5	1	1	-1	-1.4	0
O=C(CN1C(=O)CCS(=O)(=O)c2ccccc21)Nc1cccc(Cl)c1	8	-7	29	0	-7	-14	10	-1
COc1ccc(CCNS(=O)(=O)c2cccs2)cc1	8	-9	10	-12	1	-7	0.9	2
CCc1ccc(N2CC(C(=O)N/N=C/c3ccccc3)CC2=O)cc1 (centres undefined)	41	-8	3	-1	-2	-9	-0.3	3
Nc1cc(C(=O)OCC(=O)NNC(=O)c2cccs2)ccc1Cl	-9	-18	i	-6	-2	2	-0.8	6
O=C(N/N=C/c1ccc(Cl)cc1)C1CC12CCC2 (centres undefined)	6	-8	3	1	-5	8	0.3	-1
Cc1cc(S(=O)(=O)Nc2ccccc2C)ccc1F	11	8	6	2	0	-4	2.8	1
Cc1ccccc1NC(=O)c1sc(Cl)nc1C	15	-13	16	2	-13	5	5.0	0
O=c1cnnc(Nc2ccc(Nc3ccccc3)cc2)[nH]1	2	-20	9	7	-16	-1	-1.2	-4
O=C(O)c1cc(NS(=O)(=O)c2ccc(NC3CCCCC3)c([N+](=O)[O-])c2)cc(C(=O)O)c1	-17	-4	23	-5	-5	-2	-0.9	-5
O=C(CCn1c(=O)oc2ccccc21)Nc1ccc(N2CCOCC2)cc1	-5	-12	16	4	-1	1	-0.6	0
COc1cc(C(=O)Nc2ccc3c(c2)C(=O)c2ccccc2C3=O)cc(OC)c1OC	25	nt	12	nt	-7	8	-0.2	-4
Cc1ccc2[nH]c(=O)cc(C(=O)OCC(=O)c3ccccc3)c2c1	-4	3	-368	0	-5	9	1.2	1
Nc1cc(=O)[nH]c(SCC(=O)Nc2ccccc2Sc2ccc(Cl)cc2)n1	50	-10	-1	-1	8	-7	1.3	-2
Cc1cc(C)c(NC(=O)C2CCCO2)c(C)c1 (centres undefined)	-2	8	15	-10	-3	7	3.0	8
COc1ccc(C2=C/C(=C\c3cccc(OC(C)=O)c3)C(=O)O2)cc1	-6	-3	-361	3	-8	-3	57*	-15

Reprinted from the part before: four compounds, then new ones.
SMILES	PfGluPho inh	SENP6 inh	SENP8 block	SENP7 block	HKDC1 inhibitor	ATG4B inh	MPTP block	GRIN3A LBD mod
Cc1ccc2[nH]c(=O)cc(C(=O)OCC(=O)c3ccccc3)c2c1	-4	3	-368	0	-5	9	1.2	1
Nc1cc(=O)[nH]c(SCC(=O)Nc2ccccc2Sc2ccc(Cl)cc2)n1	50	-10	-1	-1	8	-7	1.3	-2
Cc1cc(C)c(NC(=O)C2CCCO2)c(C)c1 (centres undefined)	-2	8	15	-10	-3	7	3.0	8
COc1ccc(C2=C/C(=C\c3cccc(OC(C)=O)c3)C(=O)O2)cc1	-6	-3	-361	3	-8	-3	57*	-15
CCCCOc1ccc(C(=O)Nc2ccc(SC(F)F)cc2)cc1OC	5	1	21	-1	-6	-1	39	-4
CN(C)N1C(N)=C(C#N)C(c2cccs2)C2=C1CCCC2=O (centres undefined)	-7	-18	10	3	-1	-10	-1.3	-2
O=C1C2(CCC13COC(c1ccc(O)cc1)OC3)COC(c1ccc(O)cc1)OC2 (centres undefined)	-3	-4	16	11	-13	-10	-0.3	2
O=C(Nc1ccncc1)c1cncc(Br)c1	-9	-12	1	3	-1	3	-1.9	11*
COC(=O)c1sc2ccccc2c1NC(=O)c1ccc(S(=O)(=O)N2CCCCC2C)cc1 (centres undefined)	12	0	-2	-4	-7	1	-4.9	-1
O=C(CCN1C(=O)c2ccccc2C1=O)OCN1C(=O)c2ccccc2C1=O	-15	-11	18	-2	-3	-8	-1.2	2
COc1cc(=O)n(C)c2c(OCC(O)C(C)(C)O)cccc12 (centres undefined)	17	-10	-15	3	-2	-5	2.7	2
Cc1cc(Cl)ccc1NC(=S)NCc1ccco1	-3	-23	19	7	-15	-1	2.1	-3
COc1cccc(CN2CCN(CCCc3ccccc3)C(CCO)C2)c1OC (centres undefined)	0	9	11	4	-8	-2	1.3	-1
O=C(CC(=O)c1ccccc1)c1ccccc1	-31	nt	5	nt	-10	9	2.1	-17
O=[N+]([O-])c1ccc2c(c1)C(=Nc1ccccc1)c1ccccc1-2	-5	nt	16	nt	-2	6	2.5	-20
CCCc1c(C(=O)Nc2ccc(N3CCOCC3)cc2)cnn1-c1ccccc1	8	8	2	1	5	1	0.1	0
CCCCN1C(=O)C(NC(=O)c2cccnc2)(C(F)(F)F)C2=C1CC(C)(C)CC2=O (centres undefined)	-10	6	11	-1	-4	1	1.0	0
O=c1cc(CNc2ccc(Br)cc2)nc2sccn12	11	4	1	-4	-9	0	-0.1	-6
CCCC(=O)c1ccc2c(c1)OCCO2	-5	-8	16	2	3	-11	4.7	1
CN(C)N1C(N)=C(C#N)C(c2cccc3ccccc23)C2=C1CC(c1ccccc1)CC2=O (centres undefined)	11	-17	-6	-1	15	-8	-4.2	-5
Cc1ccc2cc(C#N)c(SCC(=O)N3CCCc4ccccc43)nc2c1C	0	-9	-5	-17	-6	-4	1.8	-1
CCOc1ccccc1NC(=O)c1ccc(OCC)c([N+](=O)[O-])c1	-1	-3	15	-1	-10	11	-1.1	0
COc1ccc(/C=N/NC(=O)c2nc(-c3ccccc3)n(-c3ccccc3)n2)c(O)c1	-38	14	-252	1	-5	-2	4.0	-3
Cc1ccccc1COCCN1CCN(S(=O)(=O)c2ccccc2)CCC1=O	-5	-12	6	-4	-2	14	-1.4	2
COc1cc(S(=O)(=O)NCCCN2CCOCC2)ccc1Cl	-12	-22	11	8	1	2	0.0	-1
CC(=O)NC12CC3CC(C1)CC(C(=O)OCC(=O)Nc1ncc(Cl)c(C)c1Cl)(C3)C2	-1	-10	4	-2	8	2	-0.8	-2
COc1ccc(S(=O)(=O)N2CCN(c3ccc4nnc(-c5ccc(F)cc5)n4n3)CC2)cc1	39	-7	-31	-4	10	-12	29	2
CCO[C@H]1c2c(ccc3ccc(=O)oc23)OC(C)(C)[C@H]1O	12	-3	-440	-6	-7	-8	-2.3	-2
CC(=O)C1C(c2cccc(F)c2)c2c(n[nH]c2C)CC1(C)O (centres undefined)	10	1	20	-6	-6	3	2.0	-2
O=S(=O)(c1cccs1)N1CCN(CCc2ccccc2)CC1	-19	5	4	9	-5	5	-0.8	2
COC(=O)C1CC2=C(CCCC2=O)NC1=O (centres undefined)	4	nt	2	nt	4	-1	-1.5	0
O=C(O)c1c2c(nc3ccccc13)/C(=C/c1ccc(O)cc1)CC2	23	77*	-398	71*	4	6	1.2	-2
CC(Oc1cccnc1[N+](=O)[O-])C(=O)N1CCc2ccccc21 (centres undefined)	8	-7	19	-13	3	-2	-0.4	1
COc1ccc(C(=O)Nc2sc3c(c2C(=O)NCc2ccco2)CCCC3)cc1OC	10	5	i	1	0	-19	-2.6	2

Compound profiles, from the list above. Order of screens: PfGluPho inh	SENP6 inh	SENP8 block	SENP7 block	HKDC1 inhibitor	ATG4B inh	MPTP block	GRIN3A LBD mod
CC(=O)NC12CC3CC(C1)CC(C(=O)OCC(=O)Nc1ncc(Cl)c(C)c1Cl)(C3)C2 as listed: -1	-10	4	-2	8	2	-0.8	-2
CC(=O)C1C(c2cccc(F)c2)c2c(n[nH]c2C)CC1(C)O (centres undefined) as listed: 10	1	20	-6	-6	3	2.0	-2

The list continues.
SMILES	PfGluPho inh	SENP6 inh	SENP8 block	SENP7 block	HKDC1 inhibitor	ATG4B inh	MPTP block	GRIN3A LBD mod
OCCNc1ccc(Cl)cc1	-1	-1	19	8	-5	0	-13	1
O=C1c2cccc(NCCNCCO)c2C(=O)c2cccc(NCCNCCO)c21	11	nt	44*	nt	5	2	6.9	5
CCSc1ccccc1C(=O)N1CCN(Cc2ccc3c(c2)OCO3)CC1	10	0	22	8	-10	-1	-2.7	-1
COC(=O)c1ccc(/C=N/N2CCN(Cc3ccc(Cl)cc3)CC2)cc1	-14	2	21	-2	-1	-2	2.6	1
Cc1cccc(OCC(=O)Nc2sc3c(c2C#N)CCC3)c1	4	-33	4	12	-13	6	2.2	-9
O=C(COC(=O)/C=C/c1cccc([N+](=O)[O-])c1)NCc1ccco1	5	-14	15	3	5	-5	-0.7	0
COc1ccc(CN2CCOCCOCCN(Cc3ccc(OC)cc3)CCOCCOCC2)cc1	5	-4	5	-4	0	-8	5.4	0
CCc1ccccc1NC(=O)c1ccc2snnc2c1	-3	-2	5	-4	-1	5	-0.6	0
COC(=O)c1ccc(C)c(NC(=O)c2ccc(Cn3cc([N+](=O)[O-])cn3)o2)c1	-5	-4	3	4	-7	-10	1.7	4
CC1CCN(C(=O)c2ccc(S(=O)(=O)N3CCCC3)cc2)CC1	5	-18	9	2	-7	-49	-1.0	1
CCOC(=O)N1CCN(CCC(=O)Nc2cc(OC)cc(OC)c2)CC1	-2	-5	17	1	-1	-5	0.4	0
COc1cc(C2/C(=C(\O)c3ccc4c(c3)OCCO4)C(=O)C(=O)N2Cc2ccccc2)ccc1O (centres undefined)	-17	-3	9	-6	-4	2	-1.2	-1
CC(C)CC(CCc1ccccc1)OS(N)(=O)=O (centres undefined)	5	-2	1	0	-2	-5	0.3	1
c1ccc2c(OCCCCN3CCOCC3)cccc2c1	-1	-15	8	5	5	-1	2.3	-2
COc1nccnc1NS(=O)(=O)c1ccc(NC(=S)NC(=O)/C=C/c2ccccc2)cc1	-15	8	11	7	9	1	2.7	-7
O=C(CCc1nnc2ccc(NCc3ccccc3)nn12)NC1CCCCC1	-3	-24	2	13	-6	-3	-1.8	1

Compounds were not picked by outcome; any-hit rate near 6.9%.
